# GSIS activator = primary screen for activators of insulin secretion dependent on glucose, INS-1E cells, GLuc reporter luminescence; INS-1E GLuc reporter insulin secretion, 2-3 h; activation, % at 16.6 µM; actives 0.61% (n = 370,000); AID 743287;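 active means lowest replicate activation of at least 40%, so every replicate reaches that level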;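 further: 0% = median of neutral control wells and 100% = median of IBMX positive control wells; some compounds called inactive have numbers as strong as hits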
# esBAF inh = inhibitors of esBAF chromatin remodeling in mouse ES cells; Bmi1-luciferase knock-in reporter, 24 h; 100% = twice the neutral-well signal; reporter increase, % at 12.5 µM; actives 2% (n = 350,000); in the data active means activation above about 40%;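 further: 0% = median of the plate's neutral control wells and 100% = double that signal; a rise in the Bmi1 reporter signal indicates esBAF inhibition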
# F508del corr = correctors of CFTR F508del function in bronchial epithelial cells; activity (quench increase), % at 7.58 µM; CFBE cells, YFP halide quenching; stimulated with forskolin plus potentiator P3; % fluorescence drop versus neutral controls; actives 0.36% (n = 350,000);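 active means mean added fluorescence quench of at least 8% versus neutral control, with both replicates also reaching 8%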;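 further: cells transiently co-express mutant CFTR-F508del with the halide-sensitive YFP; corrector assay measuring rescue of mutant channel to the surface after 24 h compound exposure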
# ERAP1 HTS inh = inhibitors of human ERAP1 aminopeptidase; Q9NZ08; recombinant ERAP1, Leu-AMC fluorescence, 60 min; inhibition, % at 10.7 µM; actives 0.15% (n = 340,000);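 active means mean replicate inhibition of at least 30%, or all replicates individually reaching that 30% level; inactive means mean below 30% and not every replicate reaching it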;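 further: 0% = neutral control wells and 100% = L-leucinethiol positive control wells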
# RAD54 branch = RAD54 (human) branch migration inhibition; Q92698; RAD54 Holliday junction branch migration, FAM/BHQ fluorescence; inhibition, % at 10.4 µM; actives 0.14% (n = 360,000); AID 602329;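 active means mean normalized replicate activity at least 40 and at least half of replicates scoring 40 or more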;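 further: 0% = median of neutral control wells and 100% = median of positive control wells; inhibitors cause a drop in the FAM fluorescence signal; in these data hits start at about 50%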
# ARNT TACC3 PPI = disrupts binding between human ARNT and TACC3; AID 623870; AlphaScreen His-ARNT PAS-B/GST-TACC3 binding, luminescence; TACC3 fragment carries E629A point mutation; inhibition, % at 9.99 µM; actives 0.66% (n = 390,000);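 active means mean inhibition of replicates at least 50% and at least half of replicates each reaching 50%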;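 further: 0% = complete ARNT plus TACC3 wells and 100% = ARNT alone without TACC3; many hits fall short of the cut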
# Xi reactivation = X-chromosome reactivation activator. AID 743238. XiGFP mouse fibroblasts, % GFP-positive cells imaging, 3 d; cells co-treated with 5-aza-dC sensitizer; scaled so ellipticine positive control = 100%. actives 0.055% (n = 360,000). activation, % at 7.58 µM;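 active means mean normalized replicate activation at least 10% and every replicate at or above 10%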;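 further: 0% = median of on-plate neutral control wells and 100% = ellipticine 6 µM median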
#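 System: 68-5-11 XiGFP fibroblast line | Buffer or medium: DMEM containing 5-aza-dC | Compound: Single point | Times: Compounds 3 days, fix/stain 15 min at room temperature | Benchmarks: Positive control ellipticine, 6 µM final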
# RAD52 inh = RAD52 (human) annealing inhibition; recombinant RAD52 DNA annealing, FRET fluorescence; inhibition, % at 18.7 µM; actives 0.46% (n = 360,000); AID 651710;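 active means every replicate showing at least 50% inhibition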
# Target sequence (P43351 whole entry, looked up): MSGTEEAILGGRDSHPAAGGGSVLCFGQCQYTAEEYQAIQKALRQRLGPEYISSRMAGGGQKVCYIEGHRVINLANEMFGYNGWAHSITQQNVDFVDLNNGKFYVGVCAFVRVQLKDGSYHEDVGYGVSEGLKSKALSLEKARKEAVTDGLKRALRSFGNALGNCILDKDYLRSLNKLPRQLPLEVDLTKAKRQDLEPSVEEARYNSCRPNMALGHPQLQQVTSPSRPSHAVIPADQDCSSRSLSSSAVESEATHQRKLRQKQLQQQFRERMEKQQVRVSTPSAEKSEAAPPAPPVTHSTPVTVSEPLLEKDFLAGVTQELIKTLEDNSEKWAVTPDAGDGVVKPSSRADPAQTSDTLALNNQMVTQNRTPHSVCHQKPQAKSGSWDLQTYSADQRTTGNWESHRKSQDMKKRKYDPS
# Starred values were filed as active, the others as inactive; i = inactive; x = no result given; & = joins results of further samples.
SMILES,GSIS activator,esBAF inh,F508del corr,ERAP1 HTS inh,RAD54 branch,ARNT TACC3 PPI,Xi reactivation,RAD52 inh
C[C@@H]1CN(c2nc3nonc3nc2N2CCSCC2)C[C@H](C)O1,-23,x,-3.3,4,-7,3,0.0,-43
COc1ccccc1-c1cccc(-c2nc(C(=O)N3CCCCC3)cc3c2[C@H](CCO)N(S(=O)C(C)(C)C)C3)c1 (some centres undefined),-4,-2,1.8,0,-1,x,0.1,-37
CO[C@@H]1CN(C)C(=O)c2ccc(NC(=O)C3CCC3)cc2OC[C@@H](C)NC[C@@H]1C,-9,2,x,0,0,3,0.0,4
O=C(CSCc1c(Cl)cccc1Cl)Nc1cccnc1,-2,-1,4.0,-2,-5,-1,0.0,-12
CO[C@H](CN(C)S(=O)(=O)c1ccccc1)[C@H](C)CN(C(=O)Nc1ccccc1F)[C@@H](C)CO,2,4,1.6,-1,-2,-7,0.0,-7
CCn1cc(SCC(=O)NC2CCCC2)c2ccccc21,14,4,0.2,-1,0,-5,0.1,-8
COc1cc(C)c(S(=O)(=O)N2CCOCC2)cc1C,-1,-5,0.2,1,1,5,x,-18
Cc1nc(S(=O)(=O)c2ccc(Cl)cc2)c(N(C)C)o1,15,-7,0.4,1,-8,-2,0.1,-10
Cc1cc(C)n2c(SCCO)nnc2n1,x,x,0.3,x,2,-4,0.0,-9
CC1CCCCC1NC(=O)c1cccc(NC2=NC3CS(=O)(=O)CC3S2)c1 (centres undefined),13,-4,-0.9,1,7,-2,5.7,12
C=C(C)CCC(C)N1CCC(n2nccc2NC(=O)CCCc2ccccc2)CC1 (centres undefined),-21,-11,3.6,-1,-3,2,0.0,-52
CCOc1ccc(-c2nnc3ccc(SCC(=O)Nc4nc5ccc(C)cc5s4)nn23)cc1,-3,x,x,0,x,0,-0.1,2
O=C1N(c2ccc3c(c2)OCCO3)C(c2ccccc2)C1(F)F (centres undefined),16,x,0.5,-3,x,-9,0.1,-6
Cc1ccccc1NC(=O)CNC(=O)c1ccc(C(F)(F)F)cc1,2,x,-0.2,3,x,-2,0.1,1
C=CCn1c(=O)/c(=C/c2ccc(Cl)cc2)s/c1=C(/C#N)c1nnc2n1CCCCC2,11,7,x,x,-8,5,x,x
CC1=C(C(=O)Nc2ccc(C)cc2C)C(c2cccs2)NC(=S)N1 (centres undefined),1,-1,x,x,4,4,x,x
C[C@H]1CCCCO[C@H](CN(C)S(=O)(=O)c2cn(C)cn2)[C@@H](C)CN([C@@H](C)CO)C(=O)c2cc(NC(=O)Nc3ccc4c(c3)OCO4)ccc2O1,0,39,-1.3,-1,6,12,0.0,14
COC(=O)Cc1nnn2c1[C@H](C)[C@H](c1ccccc1Br)OC[C@@H]2c1ccccc1,-23,x,2.2,-2,x,x,0.0,-11
CCOC(=O)C1=c2/c(=C/c3ccncc3)c(N)c(C(=O)OC)n2C(=O)C(c2ccncc2)S1 (centres undefined),0,-5,0.1,-4,4,-2,116*,-5
O=C(Nc1ccc(Cl)cn1)c1ccc(COc2ccccc2Br)o1,6,88*,5.9,-1,-3,-13,0.4,i

# The closing four compounds of the section before open the next one:
SMILES,GSIS activator,esBAF inh,F508del corr,ERAP1 HTS inh,RAD54 branch,ARNT TACC3 PPI,Xi reactivation,RAD52 inh
C[C@H]1CCCCO[C@H](CN(C)S(=O)(=O)c2cn(C)cn2)[C@@H](C)CN([C@@H](C)CO)C(=O)c2cc(NC(=O)Nc3ccc4c(c3)OCO4)ccc2O1,0,39,-1.3,-1,6,12,0.0,14
COC(=O)Cc1nnn2c1[C@H](C)[C@H](c1ccccc1Br)OC[C@@H]2c1ccccc1,-23,x,2.2,-2,x,x,0.0,-11
CCOC(=O)C1=c2/c(=C/c3ccncc3)c(N)c(C(=O)OC)n2C(=O)C(c2ccncc2)S1 (centres undefined),0,-5,0.1,-4,4,-2,116*,-5
O=C(Nc1ccc(Cl)cn1)c1ccc(COc2ccccc2Br)o1,6,88*,5.9,-1,-3,-13,0.4,i
C[C@H](O)C#Cc1cnc2c(c1)C(=O)N([C@@H](C)CO)C[C@@H](C)[C@H](CN(C)C(=O)CN(C)C)O2,3,-3,-0.4,-1,0,-3,0.1,-25
COC(C[C@@H]1O[C@@H]1C(=O)[C@@H](C)OCc1ccccc1)OC,5,-8,0.7,-3,-2,-4,-0.2,-7
CCn1nnc(NC(=O)C(C)(c2ccccc2)c2ccccc2)n1,15,1,-3.4,0,-2,-4,0.7,3
CCCCCCCNc1nc(Cl)nc(NCCO)n1,16,-5,-2.8,0,-7,5,0.0,-13
Cc1cnc(C(=O)OCC(=O)C23CC4CC(CC(C4)C2)C3)cn1,-1,-10,2.6,5,6,x,0.0,-10
COCC(=O)Nc1ccc2c(c1)C(=O)N(C)C[C@@H](OC)[C@@H](C)CN(C(=O)Cc1ccccn1)[C@H](C)CO2,7,-3,-0.7,0,-12,3,0.1,-11
COc1ccc(S(=O)(=O)N[C@H]2CC[C@H](CC(=O)NCCc3ccccc3)O[C@H]2CO)cc1,-1,-4,3.9,2,0,-11,0.6,2
C[C@H](CO)N1C[C@H](C)[C@H](CN(C)Cc2ccc(C(F)(F)F)cc2)Oc2ccc(NS(=O)(=O)c3cccs3)cc2C1=O,-16,-3,1.7,-2,-4,2,0.0,13
Cc1nn(C)c(C)c1NS(=O)(=O)c1ccccc1Cl,-3,-7,-1.4,1,5,2,-0.1,3
COc1cc(/C=N/NC(=O)CCc2n[nH]c(=O)[nH]c2=O)cc(OC)c1OC,15,x,x,x,-6,-1,0.1,x
CSc1nc2cc(C)nn2c(-c2ccc(C(C)(C)C)cc2)c1C#N,-1,-2,1.6,2,-10,-25,-0.1,-15
CO[C@@H]1CN(C)C(=O)c2ccc(NC(=O)Nc3cccc(Cl)c3)cc2OC[C@H](C)NC[C@@H]1C,-1&-9,4,1.3,2,-4,30,-0.2&0.0,28
O=C(Cc1ccccc1)N[C@H]1C=C[C@@H](CC(=O)N2CCCCC2)O[C@H]1CO,-5,-5,-2.3,-2,-7,-22,0.3,5
C[C@@H]1CN([C@H](C)CO)C(=O)c2cc(-c3ccccc3F)cnc2O[C@@H]1CN(C)C(=O)C1CC1,7,x,2.5,-1,8,3,-0.3,0
C[C@@H]1CN([C@@H](C)CO)C(=O)c2cc(NC(=O)CCCCCC(=O)Nc3ccccc3N)ccc2O[C@@H]1CN(C)C(=O)Nc1ccc2c(c1)OCO2,2,x,-0.5,-2,x,x,-0.1,18
S=C1NCN(Cc2cccnc2)CN1c1cccc2ccccc12,-6,x,1.0,x,-6,x,0.0,-13
O=C(Nc1cnn(Cc2ccc(F)cc2)c1)c1noc2c1CCCC2,-23,x,-1.1,x,x,-6,0.1,-6
COc1ccc(S(=O)(=O)Nc2ccc3c(c2)C(=O)N([C@@H](C)CO)C[C@H](C)[C@H](CN(C)S(=O)(=O)c2ccccc2)OCCCC[C@H](C)O3)cc1,-5,x,-0.9,0,x,x,0.0,33
CCN(CC)S(=O)(=O)c1cccc(NC(=O)COC(=O)C2COc3ccccc3O2)c1 (centres undefined),17,3,x,x,-3,0,-0.1,x
CCCC1=C(C(=O)OCC)C(c2ccc(O)cc2)n2ncnc2N1 (centres undefined),7,-3,x,x,-14,-1,x,x
CC(=O)c1ccc(NC(=O)CCNS(=O)(=O)c2ccccc2F)cc1,-1,4,2.5,0,1,x,0.0,3
Cc1ccc(C)c(N2CCN(C(=O)c3cccn4c(=O)c5sccc5nc34)CC2)c1,10,-3,1.0,10,x,1,-0.1,-18
O=C(O)CCC(=O)Nc1ccc2c(c1)oc1ccccc12,18,6,x,x,5,-1,x,x
C[C@H]1CN([C@@H](C)CO)C(=O)Cc2cc(NC(=O)Cn3cnnn3)ccc2O[C@H]1CN(C)C(=O)Nc1ccc(F)cc1,-1,2,0.8,x,x,x,0.2,x
COc1ccc([N+](=O)[O-])cc1NC(=O)C(C)OC(=O)C1CC(=O)N(Cc2ccco2)C1 (centres undefined),-2,x,-3.9,1,4,-7,0.4,-6
COc1ccc(C2=NO[C@@H]3C(=O)N(Cc4ccccc4)C(=O)[C@H]23)cc1OC,6,-1,x,x,-2,0,x,x
C[C@H]1CN([C@@H](C)CO)C(=O)c2cc(NC(=O)Nc3ccc(C(F)(F)F)cc3)ccc2O[C@@H]1CN(C)S(=O)(=O)c1ccc(F)cc1,-34,0,1.3,-2,-17,8,-0.9,0
Cc1c(C(=O)O)sc2nc(-c3cccs3)cc(C(F)(F)F)c12,-6,1,-2.3,-42,-14,7,0.5,-7
Cc1ccc(S(=O)(=O)N2CCOCC2)cc1NC(=O)COC(=O)Cn1c(C)csc1=O,-8,0,-3.0,0,-10,0,-0.1,-2
CCOC(=O)c1cnc(SCC(=O)OCC(=O)N(CC)C2CCS(=O)(=O)C2)nc1N (centres undefined),15,x,4.7,4,x,-2,0.1,1
CCc1sc(NC(=O)CCC(=O)O)nc1-c1cc2ccccc2oc1=O,-1,x,-1.2,x,x,16,0.4,-18
Cc1ccc[n+](CC(=O)c2ccc(Br)cc2)c1,6,12,0.0,1,-2,3,0.0,6
COc1ccc(C=C2CS(=O)(=O)CC(=Cc3ccc(OC)cc3)C2=O)cc1,-27,1,-0.1,-4,-1,x,0.9,-61
O=C(C[C@@H]1C[C@@H]2c3cc(NC(=O)C4CCOCC4)ccc3O[C@@H]2[C@@H](CO)O1)NCc1ccc2c(c1)OCO2,14,-1,1.0,0,-9,-1,0.3,-4
C[C@]12c3[nH]c4ccccc4c3CCN1C(=O)C(CC(=O)NCCN1CCOCC1)C[C@@H]2C(=O)N1CCOCC1 (some centres undefined),-4,-3,-1.4,-6,-11,-1,0.1,-9
Cc1ccc(C(=O)N(CC(=O)NC2CCCC2)c2ccc3c(c2)OCCO3)s1,-13,x,0.7,0,x,-1,-0.1,-28
C[C@@H]1CN([C@H](C)CO)C(=O)c2cccc(NS(=O)(=O)c3ccccc3)c2O[C@@H]1CN(C)C(=O)Nc1ccc(F)cc1,-3,2,2.9,0,-5,4,0.0,3
COc1ccccc1NC(=O)N1CCCCN2[C@H](CO)[C@@H](c3ccc(-c4cccc(C#N)c4)cc3)[C@H]2C1,-11,-4,-1.8,0,11,8,0.0,26
CC(C)[N+](C)(C)CC#CC(O)(c1ccccc1)c1ccccc1,x,x,-0.6,5,x,-2,0.0,2
Cc1nn(C)cc1S(=O)(=O)NCc1ccccc1Cl,4,x,-5.2,-1,-4,6,0.0,-3

# As entered above.
# Entry of Cc1ccc(C(=O)N(CC(=O)NC2CCCC2)c2ccc3c(c2)OCCO3)s1 in ARNT TACC3 PPI: -1
# Entry of CCc1sc(NC(=O)CCC(=O)O)nc1-c1cc2ccccc2oc1=O in ARNT TACC3 PPI: 16
# Entry of O=C(C[C@@H]1C[C@@H]2c3cc(NC(=O)C4CCOCC4)ccc3O[C@@H]2[C@@H](CO)O1)NCc1ccc2c(c1)OCO2 in Xi reactivation: 0.3
# Entry of COc1ccc(C2=NO[C@@H]3C(=O)N(Cc4ccccc4)C(=O)[C@H]23)cc1OC in GSIS activator: 6
# Entry of COc1ccc([N+](=O)[O-])cc1NC(=O)C(C)OC(=O)C1CC(=O)N(Cc2ccco2)C1 (centres undefined) in GSIS activator: -2
# Entry of Cc1nn(C)cc1S(=O)(=O)NCc1ccccc1Cl in Xi reactivation: 0.0
# Entry of CC(C)[N+](C)(C)CC#CC(O)(c1ccccc1)c1ccccc1 in Xi reactivation: 0.0
